Screens from PubChem BioAssay.
T cell HTS = T cell immune modulators affecting CD8 T cell-vesicle binding; calls only at 7 µM; hit rate 0.068% among 330,000; 2C CD8+ T cell-vesicle binding, flow cytometry; stronger effect = lower value;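 active means response, share of CD8 T cells binding vesicles, and their 90th percentile fluorescence all below set limits, cut at about 80% in these data, passing the limit was not always enough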
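Benchmarks: naked versus QL9-loaded vesicles / Assay system: purified 2C TCR transgenic mouse naive CD8+ T cells / Technique: high-throughput flow cytometry with anti-B7-1 and anti-CD8 staining / Timing: Cell–vesicle co-incubation 1.5 h at 37 °C, staining 20 min on ice / Read-out: percent CD8+ FL2 mean versus row control / Probe or stimulus: QL9-loaded Drosophila micro-vesicles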
human PMI inhibition = inhibitors of human PMI, primary screen, biochemical, fluorescence intensity, coupled assay (AID 1209). purified PMI enzyme, coupled fluorescence intensity; higher % means a stronger effect. hit rate 0.42% among 190,000. one-dose inhibition, % at 20 µM; IC50 in µM for titrated hits; in the data active means inhibition above about 50%;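 further: plate controls were DMSO vehicle for no effect and wells lacking substrate for full effect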
Myeloid diff MLP = promotes myeloid progenitor differentiation. ER-HoxA9 myeloid progenitors, lysozyme-GFP differentiation, flow cytometry. calls only at 10 µM. hit rate 1% among 360,000. AID 624256;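 active means normalized GFP-positive differentiation at or above the plate's own cutoff, the solvent-only control mean plus 3 SD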;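 further: cells exposed to compound for four days before flow analysis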
b-catenin transl = beta-catenin nuclear translocation modulation | HeLa beta-catenin nuclear translocation, immunofluorescence imaging | nuclear translocation activity, % at 5 µM | hit rate 0.3% among 190,000 | AID 1665;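 active means nuclear translocation activity above 50% at 5 µM, with a well cell count of 50 or more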;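 further: per-cell ratio of nuclear to cytoplasmic median beta-catenin stain intensity; plate controls were DMSO negative control for no effect and GSK-3 inhibitor IX positive control for full effect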
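Test system: human HeLa cells, native beta-catenin. Compound dosing: 5 µM primary single dose, 0.1% DMSO, 0.02–20 µM confirmation series. Incubation: compound exposure 24 h at 37°C. Detection: beta-catenin immunostaining with DAPI counterstain, 20x imaging, 6 fields/well. Read-out basis: Nuclear/cytoplasmic beta-catenin signal ratio, % activation.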
TNAP activators = stimulation of alkaline phosphatase TNAP activity – biochemical, luminescent, no phosphate acceptor, uHTS, primary screen (AID 1001). one-dose activation fold at 20 µM; EC50 in µM for titrated hits. purified TNAP, luminescent activation assay, no phosphate acceptor; higher activation fold means a stronger effect. hit rate 0.03% among 200,000; in the data active means activation fold from about 3, or a potency from the dose series; inactive means the rest, 99 in 100 with activation fold below about 1.6; further: many of its hits are not listed in these tables
MT stabilizer = microtubule stabilization, imaging screen; HeLa tubulin immunostaining HCS, 24 h; share of cells brighter than vehicle mean+2SD; % tubulin-high responders, % at 10 µM; hit rate 0.83% among 200,000;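 active means plate Z-score above 3 for both tubulin-high and condensed-nucleus cell shares, with cell loss under 80%, at 10 µM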;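 further: anti alpha tubulin signal scored within the nucleus-defined area of each cell; some results filed as inactive read as strong as hits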
Lipid droplet = hepatic lipid droplet formation modulation. AML12 mouse hepatocytes, oleate lipid droplets, BODIPY imaging. inhibition, % at 6.5 µM. hit rate 0.4% among 240,000. AID 1656;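 active means lipid droplet intensity inhibited by at least 50%, with more than 500 cells counted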
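System: AML12 hepatocytes (mouse). Probe or stimulus: oleic acid at 100 µM to induce lipid droplet formation. Times: overnight treatment with compound plus oleate. Detection: Image-based BODIPY and DAPI two-channel analysis. Evaluation: percent inhibition of filter-corrected integrated lipid droplet intensity per well.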
Ins promoter up = MIN6 insulin promoter up-regulation; AID 1625; MIN6 insulin promoter-GFP reporter, high-content imaging; stronger effect = higher value; hit rate 0.3% among 190,000; z-score at 5 µM;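 active means z-score above 3 at 5 µM with at least 500 cells counted in the well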
Dynein cargo inh = blocks dynein driven cargo transport along microtubules; hit rate 0.47% among 220,000; AID 1381; 3617.4 mouse cells, GR-EGFP nuclear translocation imaging; test concentration mostly 20 µM; stimulated with dexamethasone, 1 µM; stronger effect = lower value; z-score, hits read low;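 active means plate z-score of nuclear minus cytoplasmic receptor signal below a set negative limit, without overly bright fluorescence or cell loss, cut at about -3.5 in these data, passing the limit was not always enough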;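 further: z-score of nuclear minus cytoplasmic ring GR-EGFP intensity difference per well; some compounds called inactive have numbers as strong as hits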
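medium = tetracycline-free induction medium containing charcoal-stripped FBS | also added = 1.0 µM final dexamethasone stimulus | schedule = 48 h induction, 1 h compound, 30 min dex at 37 °C | technique = fixed, Hoechst-stained cells imaged at 10x for EGFP | measure = GR-EGFP nuclear translocation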
Dynein cargo inh cytoplasmic EGFP = further read-out of Dynein cargo inh, marked with its call; z-score; measured here: cytoplasmic GR-EGFP intensity; stronger effect = higher value
Dynein cargo inh nuclear GR-EGFP = also measured in Dynein cargo inh; calls as there; z-score; measured here: nuclear GR-EGFP intensity;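 lower value marks the stronger effect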
Dynein cargo inh cell count = also measured in Dynein cargo inh; calls as there; z-score; measured here: cell count per field
Ins promoter up cell count = also measured in Ins promoter up; calls as there; cell count; measured here: cytotoxicity, nuclei count;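 total cells summed across four imaged fields per well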
Lipid droplet cells 6.5 µM = further read-out of Lipid droplet, marked with its call; cell count; measured here: cell count, cytotoxicity flag;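 cells counted across two imaged fields per well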
b-catenin transl cell count 5 µM = recorded beside b-catenin transl, whose call it bears; cell count; measured here: cell count, cytotoxicity flag
T cell HTS vesicle-bound % = recorded beside T cell HTS, whose call it bears; double positive events, %; measured here: CD8+ vesicle-bound cell fraction;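 binding gate set so that unloaded-vesicle control wells show 10% double positive cells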
MT stabilizer Hoechst-high % = second read-out of MT stabilizer, no call of its own (marks repeat the call); % Hoechst-high responders; measured here: nuclear condensation Hoechst responders;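 share of cells brighter than vehicle mean plus two SD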
MT stabilizer cytotoxicity % = further read-out of MT stabilizer, marked with its call; toxicity, %; measured here: cytotoxicity by cell density;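 0% = mean cell density of plate MIN control wells and 100% = no cells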
Myeloid diff MLP GFP+ MAC1+ % = also measured in Myeloid diff MLP; calls as there; GFP+ MAC1+ double positive, %; measured here: differentiation confirmed by MAC1 staining
* = called active by the depositor; i = inactive; · = not tested or not shown; + = active, no number.

SMILES	T cell HTS	T cell HTS vesicle-bound %	human PMI inhibition	Myeloid diff MLP	Myeloid diff MLP GFP+ MAC1+ %	b-catenin transl	b-catenin transl cell count 5 µM	TNAP activators	MT stabilizer	MT stabilizer Hoechst-high %	MT stabilizer cytotoxicity %	Lipid droplet	Lipid droplet cells 6.5 µM	Ins promoter up	Ins promoter up cell count	Dynein cargo inh	Dynein cargo inh cytoplasmic EGFP	Dynein cargo inh nuclear GR-EGFP	Dynein cargo inh cell count
O=C(O)CCC1(C(=O)O)OCCc2ccccc21 (stereo not drawn)	i	27	9%	i	11	-0.4	1021	1.1	3.6	2.5	9.1	-9	602	1.4	1931	-0.8	-0.24	-0.64	0.71
COC(=O)c1sccc1NC(=O)Cn1cnc2c1c(=O)n(C)c(=O)n2C	i	36	8%	i	1.5	·	·	1.1	19	3.2	98	4	715	·	·	2.6	-0.2	2.4	-2.7
O=C1c2ccccc2C(Nc2ccc(S(=O)(=O)N3CCCCC3)cc2)N1c1ccccn1 (stereo not drawn)	i	16	-18%	i	2.6	4.2	1144	1	6.8	1.4	7.5	7	772	-0.94	968	-0.2	-0.11	0.22	-0.74
O=C(Nc1ccc2c(c1)OCO2)N1CCCC1	i	40	-2%	i	0.2	-4.3	1072	1.1	1.9	1.5	5.0	-11	674	1.1	1601	-0.29	-0.33	-0.048	0.62
O=C(O)/C=C\C(=O)Nc1ccccc1C(=O)NC1CCCCC1	i	30	0%	i	0.3	-1.0	1043	1.1	1.9	1.5	3.8	-3	699	·	·	0.79	-0.21	0.22	-1
COc1cc(/C=C(\C#N)c2nc(-c3cc4ccccc4oc3=O)cs2)ccc1O	i	33	16%	+	6.6*	1.0	964	0.8	9.2	3.8	5.9	6	693	-0.19	1150	-1.2	0.99	-0.35	0.22
CC(=O)Nc1cccc(S(N)(=O)=O)c1C	i	37	·	i	0.7	-0.8	1319	·	·	·	·	-38	550	-0.22	1067	0.13	-0.25	-0.35	0.1
Cc1ccc(NC(=O)c2cccc(N3C(=O)CCC3=O)c2)nc1	i	58	-2%	i	1.2	-2.6	1150	1.1	3.9	2.2	5.0	-16	690	1.7	1254	0.57	-0.15	0.77	-0.76
Nc1nc(CSC(=S)N2CCN(c3ccccc3)CC2)nc(Nc2ccccc2)n1	i	20	23%	i	1.3	0.8	1025	1	0.9	3.0	9.3	4	560	-0.6	1440	0.39	-0.25	0.12	0.21
Cc1ccc(S(=O)(=O)N2CCOCC2)cc1NC(=O)CN(C)C1CCS(=O)(=O)C1 (stereo not drawn)	i	21	·	i	0.5	-0.6	1410	·	·	·	·	24	692	0.29	783	-0.12	-0.78	-0.27	-0.4

The closing two compounds of the part above come first, to join the parts.
SMILES	T cell HTS	T cell HTS vesicle-bound %	human PMI inhibition	Myeloid diff MLP	Myeloid diff MLP GFP+ MAC1+ %	b-catenin transl	b-catenin transl cell count 5 µM	TNAP activators	MT stabilizer	MT stabilizer Hoechst-high %	MT stabilizer cytotoxicity %	Lipid droplet	Lipid droplet cells 6.5 µM	Ins promoter up	Ins promoter up cell count	Dynein cargo inh	Dynein cargo inh cytoplasmic EGFP	Dynein cargo inh nuclear GR-EGFP	Dynein cargo inh cell count
Nc1nc(CSC(=S)N2CCN(c3ccccc3)CC2)nc(Nc2ccccc2)n1	i	20	23%	i	1.3	0.8	1025	1	0.9	3.0	9.3	4	560	-0.6	1440	0.39	-0.25	0.12	0.21
Cc1ccc(S(=O)(=O)N2CCOCC2)cc1NC(=O)CN(C)C1CCS(=O)(=O)C1 (stereo not drawn)	i	21	·	i	0.5	-0.6	1410	·	·	·	·	24	692	0.29	783	-0.12	-0.78	-0.27	-0.4
CC(C)CCNC(=O)c1ccc2c(c1)ncn2C1CCCC1	i	25	8%	i	1.0	-0.3	1089	1.2	0.8	1.4	8.3	12	650	0.18	1363	0.49	-0.29	0.37	-0.3
Cc1cccc(OCC(=O)N/N=C/CC(C)c2ccccc2)c1C (stereo not drawn)	i	46	1%	i	0.0	-2.5	566	1.1	2.7	3.1	5.0	-1	530	0.1	1159	-0.38	-0.11	-0.43	-0.6
COC(=O)c1cccc(Oc2nc3c(c(=O)n(C)c(=O)n3C)n2C(C)C)c1	i	43	11%	i	3.3	·	·	1	3.2	4.1	9.7	·	·	1.3	836	2.5	-0.046	1.4	-1
O=C1CSC2(CCCCC2)N1CCO	i	37	15%	i	0.7	2.5	1163	1.2	3.4	2.7	8.8	·	·	-0.55	1286	-0.76	-0.1	-0.2	-0.33
C=C(C)COc1ccc2c(CC)cc(=O)oc2c1	i	31	1%	i	0.7	-0.2	1479	1.1	3.4	1.7	2.2	-5	731	0.8	1332	-0.39	-0.26	-0.35	0.8
COC(=O)c1ccc(NC2=CC(=O)CC(C)(C)C2)cc1	i	14	8%	i	0.6	2.5	1298	1.1	3.5	3.6	7.3	3	748	-0.19	1174	-0.31	-0.019	0.11	0.26
COc1ccc(C(CC(=O)N2CCN(c3ccccc3)CC2)c2c(OC)cc(OC)c3ccc(=O)oc23)cc1 (stereo not drawn)	i	39	·	i	1.2	0.4	1113	·	·	·	·	-2	611	·	·	-0.43	-0.79	-0.16	0.34
CCOC(=O)Cn1cc(Cl)c(=O)c(Cl)c1	i	20	·	i	1.0	-0.8	1452	·	·	·	·	6	681	-0.17	1085	0.37	-0.13	0.77	-0.52
CCOc1ncccc1C(=O)OCC(=O)c1ccc(F)cc1	i	57	-1%	i	0.0	-0.9	1016	1.1	4.9	2.2	6.0	19	676	0.07	1266	-0.73	0.19	-0.068	0.14
CCn1c(SCc2nc(-c3ccccc3)no2)nnc1-c1cccs1	i	40	9%	i	0.6	·	·	1.2	1.6	0.9	13	-2	722	0	804	2.2	0.0037	1.6	-1.3
CC(C)OCCCNC(=O)c1cc2c(=O)n(C)c3ccccc3c2n1C	i	62	5%	i	1.7	·	·	1.2	4.9	3.1	5.9	·	·	-0.07	990	1.6	0.02	1.3	-1
COc1cc(OC)cc(C(=O)N[C@H](C(=O)N2CCc3ccccc32)C(C)C)c1	i	43	11%	i	2.5	4.5	1072	1.1	6.3	3.9	4.3	-12	542	-0.09	1547	-0.58	-0.26	-0.48	0.6
COc1ccccc1CN1C[C@@H]2C[C@@H](C3=Cc4cccc(OC)c4OC3)N3CCC[C@@]23C1=O	i	46	12%	i	0.2	0.7	1116	1.2	2.5	2.1	1.3	4	729	1	1421	-1.3	-0.22	-0.55	0.6
CCN(Cc1ccccc1)c1ccc(/C=N/NC(=S)NC(C)C)cc1	i	42	-7%	i	0.1	0.7	1073	1.3	4.3	3.2	7.7	-1	681	-1.3	1114	0.34	-0.22	0.48	0.26
CC(=O)Oc1cc(OC(C)=O)c2c(C)cc(=O)oc2c1	i	53	3%	i	1.9	2.4	1104	1.1	1.3	2.0	5.9	·	·	-0.22	1230	-0.9	-0.19	-0.4	0.76
O=C(c1ccccn1)c1cc2ccccc2n1S(=O)(=O)c1ccccc1	i	48	-37%	i	0.2	-1.6	1022	1.2	5.3	1.5	10	-14	688	0.62	1261	0.3	-0.26	0.28	-0.019
CCS(=O)(=O)c1ccc(-c2csc(-c3ccccc3Cl)n2)c(Cl)c1Cl	i	11	10%	i	0.4	-0.6	1045	1	3.0	2.4	2.9	34	615	-1	1569	-0.63	-0.15	0.071	0.51
CC(C)NC(=O)COC(=O)c1cccc(NS(=O)(=O)/C=C/c2ccccc2)c1	i	51	-4%	i	1.3	-1.1	1018	1.1	2.2	3.7	10	-12	571	0.33	1378	-0.7	-0.3	-0.78	0.96
CSc1ccc(C#N)cc1NC(=O)c1cccnc1Cl	i	39	-7%	i	0.5	-0.7	1076	1.2	1.8	2.6	8.0	7	666	0.23	1582	0.83	-0.17	1.1	-0.79
Cc1ccccc1C(=O)NCCN=C1NS(=O)(=O)c2ccccc21	i	29	13%	i	3.1	-0.7	1198	1	1.2	3.2	7.1	·	·	1.4	995	-0.23	-0.22	-0.0035	0.1
CCN(CC)C(=O)CC(c1ccc(OC)cc1)c1c(O)cc(OC)cc1OC (stereo not drawn)	i	42	·	i	1.3	-2.5	1207	·	·	·	·	-7	670	-0.04	1002	0.064	-0.76	0.14	0.35
O=C(O)c1cc(-c2cccc([N+](=O)[O-])c2)nc2ccccc12	i	40	·	i	0.6	1.8	1013	·	·	·	·	2	688	0.08	1516	-0.17	-0.14	-0.1	0.37
CCCN1CCN(C(=O)Cn2ncc3ccccc32)CC1	i	46	2%	i	1.1	-1.4	1126	0.9	4.1	2.4	11	-3	597	-0.07	2110	-0.47	-0.17	-0.14	0.57
CC(=O)c1cccc(NC(=O)COC(=O)c2ccc3c(c2)OCCO3)c1	i	48	-10%	i	0.3	-2.1	1001	1.1	4.4	2.5	6.5	-6	671	0.81	1367	-0.38	-0.37	-0.29	0.4
CC(=O)NC1=NN(C(C)=O)C2(S1)C(=O)N(C(C)C)c1ccc(C)cc12 (stereo not drawn)	i	36	0%	i	1.8	1.1	1390	1.1	2.9	1.7	5.1	·	·	0.35	1555	0.22	-0.17	0.83	0.8
COc1ccc(NC(C)=O)cc1NC(=O)c1cccc(C(F)(F)F)c1	i	34	-6%	i	0.3	-0.6	1121	1.1	4.0	2.2	9.8	-4	681	-1.6	1293	1.6	-0.33	0.97	-1.1
